# AID inh = Primary qHTS assay for inhibitors of Activation Induced Cytidine Deaminase (AID): AID signal | Potency, µM (highest dose often 115 µM), for the others: top-dose activity change, negative = inhibition, usual class: inhibitors | 91,000 compounds, 0.32% hits | AID deamination FRET fluorescence, UDG-coupled, 4 h | AID 1347428, 2020; note: nearly all actives have a fitted effect of over 25% in size
# Target sequence (Q9GZX7 whole entry, looked up): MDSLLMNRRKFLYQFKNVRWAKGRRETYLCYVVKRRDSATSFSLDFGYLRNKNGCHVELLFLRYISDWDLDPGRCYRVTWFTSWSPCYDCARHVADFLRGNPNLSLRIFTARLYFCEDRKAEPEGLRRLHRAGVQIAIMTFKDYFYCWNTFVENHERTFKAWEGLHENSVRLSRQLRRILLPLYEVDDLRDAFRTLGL
# UDG counterscr = Primary qHTS assay for inhibitors of Activation Induced Cytidine Deaminase (AID): UDG Counterscreen signal; AID 1347430, 2020; Uracil-DNA glycosylase; 91,000 compounds, 0.14% hits; Potency, µM (titrated, usually from 115 µM), for inactives: at the top dose activity change, negative = inhibition, most hits filed as inhibitors; FRET deamination/UDG coupled assay, UDG read, 4 h; note: nearly all actives have a fitted effect of over 65% in size
# * marks the source's active call; other numbers are inactive results; u = inconclusive; & = joins results of further samples; [ ] = another dose, or the depositor's remark. Calls come from the whole dose curve; as a rule, active = well fitted curve in the direction sought with a large enough effect; inconclusive = small, poorly fitted or top-dose-only effect, or another doubt; inactive = no such curve, though single readings can be large; an effect the other way counts as inactive or inconclusive. % is set by controls: 0 for no effect and ±100 for the full control effect; potency is the fitted concentration of half-maximal effect.
# Sample of the layout:
Compound	UDG counterscr	AID inh
COc1ccc2c(CC(=O)OCC(=O)c3ccccc3)coc2c1	-5%	8%
COCCNc1nc2c(c(=O)n(C)c(=O)n2C)n1Cc1cc(OC)ccc1Cl	0%	1%
O=C(CSCc1c(Cl)cccc1Cl)NCc1ccc2c(c1)OCO2	0%	-4%
COC(=O)c1cc(COC(=O)C2COc3ccccc3O2)oc1C (centres undefined)	8%	5%
CCOC(=O)C1=C(CN2CCN(C(=O)OC(C)(C)C)CC2)NC(=O)NC1c1ccccc1 (centres undefined)	1%	2%
CCOc1ccc(-c2nn(-c3ccc(F)cc3)c3c2cnc2ccc(F)cc23)cc1	-1%	1%
O=C1Cc2cc(S(=O)(=O)NCc3ccco3)cc3c2N1CCC3	-13%	-2%
Cc1csc2nc(-c3ccc(NS(=O)(=O)c4cccc(F)c4)cc3)cn12	-1%	-17%
OCCCNC(=S)NC1CC2CCC1C2 (centres undefined)	3%	6%
Cc1cc(O)c2c(C)c(CC(=O)NCc3cccc(Cl)c3)c(=O)oc2c1	-7%	-4%
CCCNC(=O)C(=O)NCCc1c[nH]c2ccccc12	-2%	-4%
Cc1ccc(-n2ncc3c(N4CCN(C)CC4)ncnc32)cc1	0%	-21%
O=C(/C=C/c1ccccc1)C1CC1	-7%	-17%
COc1ccc2c(-c3ccccc3)cc(SCC(=O)N3CCOC(C)C3)nc2c1 (centres undefined)	-9%	-21%
O=C(Cn1nc(C(=O)O)c2ccccc2c1=O)Nc1ccccc1Cc1ccccc1	4%	0%
CCc1ccc(Nc2nnc(-c3cc4cc(OC)ccc4oc3=O)s2)cc1	-2%	-13%
CC(=O)C1=C(C)OC(=O)C1(NC(=O)c1ccccc1)C(F)(F)F (centres undefined)	-4%	-9%
Cc1ccccc1C(=O)Nc1nnc(S(=O)(=O)N2CCc3ccccc32)s1	5%	56%[activator]
CN(C)C1(CNC(=O)COc2cccc(Cl)c2)CCCCC1	13%	-5%
COc1cccc(C(=O)/C(=C/c2ccncc2)c2nc3ccccc3o2)c1	3%	-9%
CCOC(=O)c1ccc(NCc2ccc(Cl)cc2Cl)cc1	4%	-7%
CCN1CCN(c2nc3c(S(=O)(=O)c4ccc(Br)cc4)nnn3c3ccsc23)CC1	0%	-5%
COC(=O)c1sccc1S(=O)(=O)N(CC(=O)Nc1cc(C)ccc1C)c1ccc(C)c(C)c1	23%	91%[activator]
CN(C)C(=O)c1ccc(NC(=O)c2ccc(-c3ccccc3)cc2)cc1	-6%	-7%
COC(=O)c1c(SC)nc2ccccc2c1OCc1ccc(Br)cc1	-5%	-11%

# The listing, from the first entry:
Compound	UDG counterscr	AID inh
COc1ccc2c(CC(=O)OCC(=O)c3ccccc3)coc2c1	-5%	8%
COCCNc1nc2c(c(=O)n(C)c(=O)n2C)n1Cc1cc(OC)ccc1Cl	0%	1%
O=C(CSCc1c(Cl)cccc1Cl)NCc1ccc2c(c1)OCO2	0%	-4%
COC(=O)c1cc(COC(=O)C2COc3ccccc3O2)oc1C (centres undefined)	8%	5%
CCOC(=O)C1=C(CN2CCN(C(=O)OC(C)(C)C)CC2)NC(=O)NC1c1ccccc1 (centres undefined)	1%	2%
CCOc1ccc(-c2nn(-c3ccc(F)cc3)c3c2cnc2ccc(F)cc23)cc1	-1%	1%
O=C1Cc2cc(S(=O)(=O)NCc3ccco3)cc3c2N1CCC3	-13%	-2%
Cc1csc2nc(-c3ccc(NS(=O)(=O)c4cccc(F)c4)cc3)cn12	-1%	-17%
OCCCNC(=S)NC1CC2CCC1C2 (centres undefined)	3%	6%
Cc1cc(O)c2c(C)c(CC(=O)NCc3cccc(Cl)c3)c(=O)oc2c1	-7%	-4%
CCCNC(=O)C(=O)NCCc1c[nH]c2ccccc12	-2%	-4%
Cc1ccc(-n2ncc3c(N4CCN(C)CC4)ncnc32)cc1	0%	-21%

# Continued.
Compound	UDG counterscr	AID inh
O=C(/C=C/c1ccccc1)C1CC1	-7%	-17%
COc1ccc2c(-c3ccccc3)cc(SCC(=O)N3CCOC(C)C3)nc2c1 (centres undefined)	-9%	-21%
O=C(Cn1nc(C(=O)O)c2ccccc2c1=O)Nc1ccccc1Cc1ccccc1	4%	0%
CCc1ccc(Nc2nnc(-c3cc4cc(OC)ccc4oc3=O)s2)cc1	-2%	-13%
CC(=O)C1=C(C)OC(=O)C1(NC(=O)c1ccccc1)C(F)(F)F (centres undefined)	-4%	-9%
Cc1ccccc1C(=O)Nc1nnc(S(=O)(=O)N2CCc3ccccc32)s1	5%	56%[activator]
CN(C)C1(CNC(=O)COc2cccc(Cl)c2)CCCCC1	13%	-5%
COc1cccc(C(=O)/C(=C/c2ccncc2)c2nc3ccccc3o2)c1	3%	-9%
CCOC(=O)c1ccc(NCc2ccc(Cl)cc2Cl)cc1	4%	-7%
CCN1CCN(c2nc3c(S(=O)(=O)c4ccc(Br)cc4)nnn3c3ccsc23)CC1	0%	-5%
COC(=O)c1sccc1S(=O)(=O)N(CC(=O)Nc1cc(C)ccc1C)c1ccc(C)c(C)c1	23%	91%[activator]
CN(C)C(=O)c1ccc(NC(=O)c2ccc(-c3ccccc3)cc2)cc1	-6%	-7%

# Continuation.
Compound	UDG counterscr	AID inh
COC(=O)c1c(SC)nc2ccccc2c1OCc1ccc(Br)cc1	-5%	-11%
N#Cc1ccc(C(=O)NC(c2cccs2)C2CC2)cc1 (centres undefined)	-3%	0%
CC(C)n1nc(C(=O)N2CCC(C(=O)O)CC2)c2ccccc2c1=O	-4%	1%
CCC1CN(C(=O)Nc2ccccc2C(F)(F)F)c2ccccc2S1 (centres undefined)	-3%	-5%
Cc1ccc(NC(=O)/C=C/c2ccccc2Cl)cc1Cl	-20%	-17%
CCOc1ccc(C2CC(=O)Nc3c2c(=O)[nH]c2ncnn32)cc1 (centres undefined)	3%&13%	0%&8%
COc1cc(Cl)c(NC(=O)c2cc(S(=O)(=O)N3CCOCC3)cn2C)c(OC)c1	-2%[57.5 µM]	3%
Cc1ccc(-n2cccc2C=O)c(C)c1	1%	-5%
N#Cc1ccc(C(=O)Nc2ccc(Cl)c(-c3nc4cc(Cl)ccc4o3)c2)c(F)c1	-2%	29%
O=C(COc1ccc(F)cc1)Nc1ccccc1C(=O)OCc1cc(=O)n2nc(C3CC3)sc2n1	-12%	20%
CN(C)c1ccc(-c2cc(-c3ccccc3)nc(-c3ccccc3)c2)cc1	-13%	-12%
Cc1c(Cl)cccc1NC(=O)c1ccc2c(c1)CCN2S(=O)(=O)c1ccccc1	2%	2%

# As entered above:
# N#Cc1ccc(C(=O)NC(c2cccs2)C2CC2)cc1 (centres undefined) | AID inh = 0%
# CCC1CN(C(=O)Nc2ccccc2C(F)(F)F)c2ccccc2S1 (centres undefined) | AID inh = -5%

# Continuation:
Compound	UDG counterscr	AID inh
CCCC(=O)NCc1nnnn1-c1ccc(OCC)cc1	-2%	0%
COc1ccc(C(c2c(O)cc(C)n(Cc3ccco3)c2=O)N2CCCCC2)cc1OC (centres undefined)	26%	-1%
Cc1ccc(OCC(=O)Nc2ccc(OCc3cc(=O)n4ccsc4n3)cc2)cc1C	0%	0%
Cc1ccc(CCNC(=O)c2ccc3c(c2)N(Cc2cccc(F)c2)C(=O)c2ccccc2S3)cc1	-21%[57.5 µM]	-4%
COc1ccccc1NC(=O)CSCc1cc(=O)c2cccc(Cl)c2[nH]1	-15%[57.5 µM]	-3%
O=C(NCC1CCN(Cc2cccc(Cl)c2)CC1)Nc1cc(Cl)ccc1Cl	-19%	u
Cc1ccc(N/N=C/c2ccc(C(C)(C)C)cc2)cc1Cl	1%	-10%
CCOc1ccc(-n2nc(CO)c(C(=O)NCCCc3ccccc3)n2)cc1	-1%[57.5 µM]	1%
CCCc1ccc(C(=O)C(C)OC(=O)c2c(OC)cccc2OC)cc1 (centres undefined)	-3%	2%
CCCn1nc(C(=O)Nc2ncc(Cc3ccc(F)cc3)s2)ccc1=O	6%	-7%
CSc1ncc(Cl)c(C(=O)Nc2ccc(NC(C)=O)cc2)n1	u	7%
O=C(COc1ccc(-c2nnc(Nc3ccccc3)c3ccccc23)cc1)N1CCCCC1	101%[activator]	u

# Later entries
Compound	UDG counterscr	AID inh
Cc1ccc2cc3cc(C(=O)N4CCN(c5ccccc5)CC4)sc3nc2c1	5%	18%
O=C(N/N=C1/CCSC1)C1CCCCC1	1%	1%
CCOC(=O)CSc1nc2ccccc2c(=O)n1-c1ccccc1OCC	-24%	-24%
Cc1ccc(C(=O)CSc2nc3cc(C(=O)NC4CCCC4)ccc3c(=O)n2CC2CCCO2)c(C)c1 (centres undefined)	22%	-2%
Cc1cc(Cl)ccc1OCC(=O)N(Cc1ccco1)Cc1ccco1	-6%[57.5 µM]	u
O=C(CS(=O)(=O)c1ccc2ccccc2c1)c1ccc(Br)cc1	2%	10%
Cc1cc(C)cc(OCc2cc(=O)n3cc(C)sc3n2)c1	-4%	-16%
Cn1c2ccccc2c2cnn(CC(=O)Nc3ccccc3F)c(=O)c21	-4%	6%
COc1ccccc1CNC(=O)CCC1N=C2c3ccccc3N=C(SCc3ccccc3Cl)N2C1=O (centres undefined)	0%	u
N#C/C(=C\c1ccccc1)C(=O)Nc1sc2c(c1C(N)=O)CCC2	u	52%[activator]
CCCOc1ccc(CNC(=O)C2CCN(C(=O)c3sccc3-n3cccc3)CC2)cc1	-14%	-16%
CCOc1ccc(CCNC(=O)c2ccc(C)c(-n3c(C)nc4cccnc43)c2)cc1OCC	-25%	0%

# The listing continues.
Compound	UDG counterscr	AID inh
COc1ccc(C)cc1NC(=O)CN1C(=O)COc2ccc(S(=O)(=O)N3CCCCCC3)cc21	4%	7%
O=C1OC2C3CC(C2Sc2ccc(Cl)cc2)C(C(=O)O)C13 (centres undefined)	-4%	4%
CCN(C(=O)c1cc2c(s1)-c1c(C)cccc1OC2)c1ccccc1F	-11%	-11%
COc1cc2c(cc1OC)C(c1ccc(F)cc1)N(c1ccc(F)cc1)C(=O)C2 (centres undefined)	u	7%
COC(=O)c1ccc(/C=C2\Oc3cc(OS(C)(=O)=O)ccc3C2=O)cc1	-1%	-1%
O=C(CSc1nnc(-c2ccncc2)n1-c1ccccc1)Nc1ccc(Cl)c(Cl)c1	-3%	15%
O=C(NC1CCCCCC1)C1CCC(Cn2cnnn2)CC1 (centres undefined)	-2%	4%
Nc1nccnc1C(=O)NCCc1cccs1	3%	-2%
COc1cccc(-n2c(=O)c3sc4ccccc4c3n(CC(=O)NC3CCCCC3)c2=O)c1	2%	4%
CCc1ccccc1NC(=O)c1ccc(F)c(S(=O)(=O)N2CCN(c3ccccc3OC)CC2)c1	-10%	-2%
Cc1ccc(CNC(=O)c2cc(Sc3ccc(F)cc3F)nc3ccccc23)cc1	5%[57.5 µM]	10%
OCCCCCCCCCCCCCCCO	9%	13%

# New compounds follow.
Compound	UDG counterscr	AID inh
COc1cc(-c2nc3ccccc3s2)cc(OC)c1OC	1%	-5%
C=CCN(CC(=O)NC(N)=O)Cc1ccccc1	-2%	0%
O=c1n(Cc2ccccc2)nc2n1-c1cc(Cl)ccc1OC2	2%	2%
COc1cc(Cl)c(C)cc1Nc1nnc(-n2nc(C)cc2C)c2ccccc12	-14%	25%
CCCOC(=O)CSc1ncnc2sc3c(c12)CCC(C)C3 (centres undefined)	-2%	-19%
CCN(CC)C(=O)COC(=O)c1ccccc1-c1ncc(-c2ccc(F)cc2)o1	5%	-7%
COc1ccc(-c2cc3ccc(OS(C)(=O)=O)cc3oc2=O)cc1	11%	0%
CNC(=S)N/N=C(/C)c1ccccn1	6%	1%
Cc1cccc(CC(=O)N2CC(=O)Nc3ccc(Br)cc3C2c2ccc(F)cc2)c1 (centres undefined)	-11%	-19%
COc1ccccc1C(=O)NC1(C(F)(F)F)C(=O)NC(C)=C1C#N (centres undefined)	-6%&20%	5%&39%
Cc1[nH]c2ccc(C(=O)Nc3ccc(F)cc3)cc2c1C	62%[activator]	-11%
O=C(COc1ccccc1)NCc1ccc2c(c1)CCN2C(=O)c1ccc(Cl)cc1	-2%	13%

# More results follow:
Compound	UDG counterscr	AID inh
Cc1nc2ccn(Cc3ccco3)c(=O)c2cc1C(=O)Nc1ccc(F)cc1	-4%[57.5 µM]	11%
CCNC(CC)c1ccc(C)cc1 (centres undefined)	-10%	-6%
CCc1cc(=O)oc2c(C)c3c(cc12)CN(CCc1ccccc1OC)CO3	27%	29%
COc1ccccc1CN1CCC(C)CC1	-1%	-1%

# Compound activity: PubChem, National Center for Advancing Translational Sciences (NCATS)

# An excerpt; count on the stated rates, not on these rows.
